TRHR agonist = activates the human TRH receptor. P34981. 360,000 compounds, 0.18% hits. TRHR cells, calcium flux fluo-8, FDSS agonist mode. activation, % at 2 µM; in the data active = activation above about 30%; note: 0% is about no effect
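Agonist-mode FDSS calcium read (Ex 480/Em 530, 1 s cycles) in 1536-well TRHR cells with fluo-8 dye, after 10-cycle baseline and 23 nL compound addition; TRH at EC20 (10 nM final) added afterwards for the enhancer phase.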
D2 antagonist = D2 dopamine receptor (human) antagonism; HEK293 TREx D2 cells, calcium flux, dopamine EC80; inhibition, % at 10 µM; 340,000 compounds, 2% hits; in the data active = inhibition above about 30%; note: 0% is about no effect
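Compounds are added to dye-loaded, induced HEK293 T-REx cells coupled to calcium release via D2; after a 3 min kinetic read an EC80 dopamine stimulus is given and fluorescence is recorded for 3 more min.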
D2 ag = agonists of human D2 dopamine receptor; P14416; HEK293 T-REx D2 cells, calcium flux agonist mode; activation, % at 2 µM; 340,000 compounds, 0.53% hits;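 active = activation over 3 SD above normal in the single-dose calcium agonist read, cut at about 30% in these data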; note: 0% is about no effect
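Agonism scored from kinetic calcium signal (1 read/sec, 180 s) following compound pin transfer, after a 10 s baseline. Cells: HEK293 Trex line expressing inducible D2 receptor coupled to calcium, dye-loaded after overnight culture at 30 C.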
TRHR PAM = allosterically enhances the human TRH receptor | TRHR cells, fluo-8 calcium fluorescence, EC20 TRH enhancement | enhancement, % at 2 µM | 360,000 compounds, 0.66% hits | AID 493056; in the data active = enhancement above about 30%; note: 0% is about no effect
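Enhancer read-out: after compound pinning and an initial kinetic agonist-mode read, an EC20 of TRH (10 nM final) was injected and fluo-8 calcium signal (Ex 480/Em 530) followed at 1 s/cycle for 100 cycles in TRHR-expressing cells.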
TrxR1 substrate = rat thioredoxin reductase 1 substrate activity; O89049; purified TrxR1 substrate turnover, NADPH consumption readout; Potency, µM (doses to about 114 µM), inactives show at the top dose activity change, negative = substrate turnover; 390,000 compounds, 0.01% hits; AID 588456; note: potency is the fitted concentration of half-maximal effect; % is set by controls: 0 for no effect and ±100 for the full control effect; nearly all actives have a fitted effect of over 50% in size
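Rat TrxR1, dispensed at 90 nM, was prereduced with 400 uM NADPH (final) for 5 min at ~22 deg C, then incubated with compound 15 min before 400 uM selenite. A first-read NADPH fluorescence drop versus no-compound background flagged substrates.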
USP1 inh = blocks the human USP1/UAF1 deubiquitinase complex; recombinant USP1/UAF1, Ub-Rhodamine cleavage fluorescence; O94782; Potency, µM (top dose mostly 57.1 µM), for the others: at the highest dose activity change, negative = inhibition, most hits filed as inhibitors; AID 743255; 390,000 compounds, 0.23% hits; note: potency is the fitted concentration of half-maximal effect; % is set by controls: 0 for no effect and ±100 for the full control effect; nearly all actives have a fitted effect of over 60% in size; inactives centre near -12
Target sequence (O94782 whole entry, looked up): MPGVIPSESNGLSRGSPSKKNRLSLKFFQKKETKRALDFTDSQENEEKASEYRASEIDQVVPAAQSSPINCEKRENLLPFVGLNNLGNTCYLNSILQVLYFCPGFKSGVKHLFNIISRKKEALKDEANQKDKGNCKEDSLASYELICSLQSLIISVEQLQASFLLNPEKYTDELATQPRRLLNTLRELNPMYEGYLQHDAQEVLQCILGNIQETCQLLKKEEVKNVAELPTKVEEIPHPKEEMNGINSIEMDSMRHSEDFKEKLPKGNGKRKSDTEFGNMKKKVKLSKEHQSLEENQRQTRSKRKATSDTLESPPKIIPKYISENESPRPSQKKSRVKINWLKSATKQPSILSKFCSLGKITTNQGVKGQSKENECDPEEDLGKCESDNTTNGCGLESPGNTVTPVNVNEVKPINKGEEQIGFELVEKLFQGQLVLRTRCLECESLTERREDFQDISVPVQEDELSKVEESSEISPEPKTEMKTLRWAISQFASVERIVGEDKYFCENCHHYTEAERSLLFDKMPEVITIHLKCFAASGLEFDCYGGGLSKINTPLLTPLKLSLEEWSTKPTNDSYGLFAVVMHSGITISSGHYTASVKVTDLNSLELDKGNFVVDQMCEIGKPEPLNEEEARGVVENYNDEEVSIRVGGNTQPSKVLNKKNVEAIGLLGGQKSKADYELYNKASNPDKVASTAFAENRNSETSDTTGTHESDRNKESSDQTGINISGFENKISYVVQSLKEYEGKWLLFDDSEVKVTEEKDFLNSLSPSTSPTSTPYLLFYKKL
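1 nM enzyme complex + cpd, 15 min RT; start with Ub-Rho 150nM final; kinetic fluorescence ex 480/em 540, 6 reads q60 s. Buffer 50mM HEPES pH 7.8, 0.5mM EDTA, 0.1 mg/ml BSA, 1mM TCEP, 0.01% Tween-20.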
mIDH1 inhibitor = inhibitors of human mutant IDH1 R132H | O75874 | IDH1-R132H enzyme, NADPH consumption, diaphorase/resazurin fluorescence | Potency, µM (series often up to 76.6 µM), without a hit: at the top dose activity change, negative = inhibition, hits mostly inhibitors | 390,000 compounds, 0.093% hits | AID 602179; note: potency is the fitted concentration of half-maximal effect; % is set by controls: 0 for no effect and ±100 for the full control effect; nearly all actives have a fitted effect of over 65% in size
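IDH1-R132H (0.5 ug/mL dispensed) in pH 7.5 Tris buffer was preincubated 30 min with compound, then given a substrate mix of 0.016 mM NADPH and 2 mM alpha-KG for 80 min at room temperature; remaining NADPH was read by diaphorase/resazurin fluorescence.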
TrxR1 inh = blocks rat thioredoxin reductase 1 | recombinant rTrxR1, NADPH fluorescence consumption, selenite substrate | 390,000 compounds, 1% hits | Potency, µM (highest dose often 114 µM), inactives show at the highest dose activity change, negative = inhibition, usual class: inhibitors | O89049; note: potency is the fitted concentration of half-maximal effect; % is set by controls: 0 for no effect and ±100 for the full control effect; nearly all actives have a fitted effect of over 65% in size
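Rat TrxR1 (90 nM in the dispensed reagent) was pre-reduced with 400 uM NADPH for 5 min at room temperature, then incubated with compound for 15 min. After 400 uM selenite was added, NADPH fluorescence (Ex 340/Em 450 nm) was followed for 8 min.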
Pin1 inh = inhibitors of human Pin1 | Pin1 FP peptide displacement, HiFluor488, 10 min | 390,000 compounds, 0.009% hits | AID 504891 | Potency, µM (series often up to 115 µM), inactives show at the highest dose activity, negative = inhibition, usual class: inhibitors; active = well fitted inhibition curve with a large enough effect in the polarisation, with a control signal flat, not every such curve was filed as active; inconclusive = small, poorly fitted or top-dose-only effect, or effect the other way, or a change in a side signal; inactive = no such curve, though single readings can be large or run the other way; the % refers to the polarisation; note: potency is the fitted concentration of half-maximal effect; % is set by controls: 0 for no effect and ±100 for the full control effect
Target sequence (Q13526 whole entry, looked up): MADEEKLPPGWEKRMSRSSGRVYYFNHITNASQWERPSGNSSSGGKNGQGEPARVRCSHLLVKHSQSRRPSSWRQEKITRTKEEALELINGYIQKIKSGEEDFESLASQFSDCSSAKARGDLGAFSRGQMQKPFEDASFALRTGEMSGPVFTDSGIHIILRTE
* hit, by the source's call; ? = inconclusive; · = not tested or not shown; [ ] = remark or other dose. Unless noted, calls come from the whole dose curve; as a rule, active = well fitted inhibition curve with a large enough effect; inconclusive = small, poorly fitted or top-dose-only effect; inactive = no such curve, though single readings can be large or run the other way. Some of the compounds tested (hit frequency here may not be typical).

Fields – TRHR agonist | D2 antagonist | D2 ag | TRHR PAM | TrxR1 substrate | USP1 inh | mIDH1 inhibitor | TrxR1 inh | Pin1 inh
O=C(Nc1ccccc1C(=O)N1CCCCC1)C1CCCCC1
    0.3 | -4.0 | -0.3 | -5.4 | 4.4% | -10.5% | 6.9% | 19.6% | -7.5%
O=S(=O)(c1ccccc1)N(Cc1ccccn1)Cc1ccccn1
    1.1 | 3.6 | -0.2 | -9.5 | -0.4% | -4.9% | -1.6% | 10.8% | 1.6%
O=C(Cn1c(=O)n(Cc2ccc3c(c2)OCO3)c(=O)c2oc3ccccc3c21)Nc1ccccc1
    1.0 | · | -0.4 | 17.1 | 6.6% | 21.1% | 4.4% | 29.8% | 3.2%
N#CCCN=C(NS(=O)(=O)c1ccccc1)c1ccccc1
    0.2 | 0.1 | 1.7 | 5.2 | 1.9% | -18.9% | -7.8% | 8.7% | 0.6%
Cc1ccc(Cn2c(=O)n(CCCCC(=O)NCc3ccccc3Cl)c(=O)c3ccccc32)cc1
    -0.1 | · | 0.8 | -2.8 | 6.1% | -21.4% | 4.7% | 23.2% | 11.0%
CCc1ccc(CN(C)Cc2nc(-c3cccc(Cl)c3)no2)nc1
    -0.4 | 3.3 | -0.2 | 47.7* | -5.6% | -9.1% | 4.9% | 9.4% | -1.8%
COc1ccc(Nc2sc(C(=O)c3ccccc3)c(N)c2C(=O)Nc2cc(C)ccc2C)c(OC)c1
    2.3 | · | 4.7 | -4.8 | -4.4%[57.1 µM] | -17.8% | 4.9% | 11.1%[57.1 µM] | 3.4%
CCc1nnc(SCC(=O)Nc2ccc(NC(C)=O)cc2)n1-n1cccc1
    0.3 | 0.1 | 0.1 | 3.7 | 4.2%[57.1 µM] | -19.0% | -1.9% | 9.3%[57.1 µM] | -1.1%
CN1CCN(c2ccc(C(CC(N)=O)NC(=O)Cc3cccc4ccccc34)cc2[N+](=O)[O-])CC1 (stereo unspecified)
    -0.5 | 16.8 | 0.4 | 9.4 | -1.0% | -18.3% | -2.2% | 15.0% | -10.8%
CCOC(=O)N1CCN(C/C(C)=C/c2ccccc2)CC1
    -1.4 | 63.4* | 63.3* | 0.2 | 0.3% | -15.1% | -6.9% | 22.7% | -2.6%
Cc1cccc(CN2CCC(N3CC(C)OC(C)C3)CC2)c1 (stereo unspecified)
    1.1 | · | · | 6.7 | -5.5% | -0.1% | -0.4% | -1.4%[57.1 µM] | -1.5%
CC(=O)c1ccc(OCC(=O)NCCC2=CCCCC2)cc1
    · | · | · | · | -7.7% | -4.2% | -1.7% | -9.1% | -3.6%
COC(=O)CS(=O)(=O)c1nc2ccccc2nc1N1CCCCC1
    0.0 | · | 0.7 | -3.8 | -1.0% | -11.1% | 0.3% | ? | 8.3%
CC(C)CNC(=O)c1cccc(Cn2cc(Cl)cn2)c1
    0.0 | -3.1 | -0.5 | -4.2 | 13.8%[57.1 µM] | -20.6% | 5.6% | 8.0%[57.1 µM] | 4.9%
COc1cc(NC(=O)CSCc2cnn(-c3ccccc3)c2-n2cccc2)cc(OC)c1
    0.0 | 13.8 | -0.8 | 3.6 | 4.8%[57.1 µM] | -20.4% | 13.8% | 2.2%[57.1 µM] | 36.7%[activator]
CCCc1cc(C(N)=O)c(NC(=O)c2cc(C)on2)s1
    0.5 | 0.3 | -0.4 | -0.2 | 2.4% | -17.3% | 4.5% | -0.2% | 17.5%
Cc1ccc(NC(=O)c2cccc(OCc3c(C)noc3C)c2)cc1
    -1.6 | -5.8 | 0.9 | 2.4 | -1.5% | -6.2% | 18.6% | 9.2% | ?
CCC(=O)c1ccc(N2CCN(C(=O)c3ccccc3Br)CC2)c(F)c1
    -0.2 | -6.5 | -0.9 | 0.7 | 11.8%[57.1 µM] | 1.4% | 3.6% | 24.1%[57.1 µM] | 3.9%
O=C1C=C(c2ccccc2)C(c2ccccc2)C1 (stereo unspecified)
    · | · | · | · | 2.2%[57.1 µM] | -7.9% | 3.6% | -8.2%[57.1 µM] | -2.7%
CCC(=O)NCc1c(Cl)cccc1-n1cccc1
    0.3 | 1.6 | 0.5 | -7.4 | 6.8% | -10.4% | 2.9% | 9.5% | -0.4%

Next records.
Fields – TRHR agonist | D2 antagonist | D2 ag | TRHR PAM | TrxR1 substrate | USP1 inh | mIDH1 inhibitor | TrxR1 inh | Pin1 inh
Cc1cc(C)nc(SCC(=O)Nc2ncccn2)n1
    0.2 | -8.3 | 2.9 | 8.8 | · | · | · | · | ·
NC12NC(=O)C3(O)C4C5CC(C6C5C3C61)C42 (stereo unspecified)
    -0.7 | -10.4 | -0.9 | -3.2 | 0.1%[57.1 µM] | 3.7% | 4.1% | 19.7%[57.1 µM] | 5.5%
O=C1CSC(c2ccccc2)N1c1ccc([N+](=O)[O-])cc1 (stereo unspecified)
    0.1 | 6.7 | 1.5 | -1.9 | -13.7% | -11.6% | -3.9% | 12.2%[57.1 µM] | 0.5%
Cc1cc(-n2[nH]c(C)c(C)c2=O)nc(-c2ccccc2O)n1
    0.0 | 7.7 | 1.0 | 2.9 | -10.7% | -4.2% | -3.5% | ? | 2.2%
COC(=O)CSc1nnc(CNC(=O)c2ccccc2OC)n1C
    0.9 | 1.0 | 1.8 | 0.5 | 2.6% | -4.4% | 10.6% | 21.5% | -2.6%
CCCC(c1nnnn1CCOC)N1CCN(Cc2ccccc2)CC1 (stereo unspecified)
    0.1 | -17.2 | 33.0* | 0.8 | -2.4% | -1.1% | 2.5% | -12.2% | -0.6%
C/C(=N/OC(=O)c1ccccc1Br)c1ccc(C)cc1
    -0.5 | 7.9 | 0.7 | -2.3 | -1.8%[57.1 µM] | -5.8% | 19.5% | 21.5%[57.1 µM] | 8.6%
NC(=O)CC(NC(=O)Cc1ccc(Br)cc1)c1ccc(NCc2ccccn2)c([N+](=O)[O-])c1 (stereo unspecified)
    -0.5 | -2.4 | -0.2 | -12.9 | -4.7% | ? | 4.0% | 3.7% | 17.9%
O=C(Nc1cccc(Br)c1)c1ccc(CN2CCc3ccccc3C2)cc1
    1.3 | 4.9 | -0.2 | 3.5 | -2.7% | -6.6% | -1.9% | 11.3% | 9.1%
CC(=O)c1c(O)cc(=O)n(-c2ccccc2)c1-c1cccc2ccccc12
    · | · | · | · | -2.1%[57.1 µM] | 1.1% | 0.0% | -5.6%[57.1 µM] | -4.0%
Cc1ccc2c(CC(=O)N3CCN(c4cccc(Cl)c4)CC3)coc2c1
    0.6 | · | 1.5 | 4.9 | -1.8% | ? | 9.8% | -0.6% | 32.4%[activator]
COc1ccc(CCN=C(N)NS(=O)(=O)c2ccc(C)cc2)cc1OC
    -0.1 | 1.5 | -0.2 | 2.7 | -2.3%[57.1 µM] | -6.1% | 5.5% | 21.7%[57.1 µM] | 6.1%
CCOC(=O)/C=C1\SCC(=O)N1CC(=O)Nc1ccccc1OC(F)F
    0.2 | 9.2 | 0.5 | 0.1 | -5.6% | -21.9% | 3.5% | -7.2% | 47.1%[activator]
O=C(CN1C(=O)CC(c2ccccc2)Sc2ccccc21)Nc1cccc(Cl)c1 (stereo unspecified)
    0.6 | · | 0.9 | -4.1 | -2.6% | -21.8% | -6.3% | 12.2% | 7.8%
CC(C)NC(=O)c1sc2ncccc2c1-n1cccc1
    -0.3 | · | -0.7 | 1.7 | 6.0%[57.1 µM] | ? | 31.4%[activator] | 12.8%[57.1 µM] | -5.4%
CCOc1ccc(-n2c(SCC(=O)Nc3ccc(Br)cc3)nc3n[nH]c(C)c3c2=N)cc1
    -0.3 | -10.9 | 0.9 | 2.1 | 14.3%[57.1 µM] | ? | -5.1% | 20.1%[57.1 µM] | -2.3%
CC(C)(C)NC(=O)CSc1nc(N)c(-c2ccccc2)c(=O)[nH]1
    0.2 | -3.6 | 0.6 | 10.2 | 10.4%[57.1 µM] | -9.2% | -2.1% | 22.3%[57.1 µM] | -12.0%
CC(C)(C)NC(=O)Cn1c(SCC(=O)NCc2cccs2)nc2ccccc21
    -0.4 | -21.7 | -0.2 | 7.6 | 6.7% | -10.0% | -2.4% | 10.1% | -2.0%
COc1ccc(NC(=O)CSc2ncnc3sc(C)cc23)cc1
    0.0 | 31.7* | -0.6 | -5.3 | 4.4% | -24.9% | 5.0% | 19.5% | 1.4%
Cc1c(NC(=O)COc2cccc(Cl)c2Cl)c(=O)n(-c2ccccc2)n1C
    -0.2 | 7.8 | 0.5 | 0.6 | -8.5% | 4.0% | 0.8% | -11.8% | -0.7%

(further entries)
Fields – TRHR agonist | D2 antagonist | D2 ag | TRHR PAM | TrxR1 substrate | USP1 inh | mIDH1 inhibitor | TrxR1 inh | Pin1 inh
N#Cc1ccc(S(=O)(=O)Nc2ccccc2N2CCOCC2)cc1
    · | · | · | · | 3.4% | -22.9% | 22.5% | 9.4% | 0.0%
O=C(CCN1C(=O)/C(=C\c2ccccc2F)SC1=S)Nc1ccc(C(=O)O)c(O)c1
    -0.2 | 0.1 | -0.5 | 6.9 | · | · | · | · | ·
CCN1CCN(C(=O)CCn2c(=O)c3cccn3c3cccnc32)CC1
    0.6 | 2.1 | 1.0 | 0.9 | 2.8% | -11.7% | 2.9% | 4.2% | ?
NS(=O)(=O)c1ccc(CNC(=O)c2cc(=O)c3ccccc3o2)cc1
    1.1 | 18.2 | 0.4 | 12.0 | -1.4% | -9.9% | 0.5% | 17.5% | 0.5%

2 entries from above, as labelled records:
smiles: CCN1CCN(C(=O)CCn2c(=O)c3cccn3c3cccnc32)CC1
  TRHR agonist = 0.6 | D2 antagonist = 2.1 | D2 ag = 1.0 | TRHR PAM = 0.9 | TrxR1 substrate = 2.8% | USP1 inh = -11.7% | mIDH1 inhibitor = 2.9% | TrxR1 inh = 4.2% | Pin1 inh = ?
smiles: NS(=O)(=O)c1ccc(CNC(=O)c2cc(=O)c3ccccc3o2)cc1
  TRHR agonist = 1.1 | D2 antagonist = 18.2 | D2 ag = 0.4 | TRHR PAM = 12.0 | TrxR1 substrate = -1.4% | USP1 inh = -9.9% | mIDH1 inhibitor = 0.5% | TrxR1 inh = 17.5% | Pin1 inh = 0.5%
